Screening data: PubChem, National Center for Advancing Translational Sciences (NCATS)
RXFP1 agonist = RXFP1 (human) receptor agonism; Q9HBX9; HEK293T-RXFP1 cAMP TR-FRET, 30 min; response scale: percent of porcine relaxin response, buffer zero; Potency, µM (doses to about 57.5 µM), inactives show top-dose activation, usual class: activators; 0.3% of 370,000 active; AID 2676; also: potency is read from the fitted curve at half-maximal effect; % is scaled to controls: 0 for no effect and ±100 for the full control effect; nearly all actives have a fitted effect of over 60% in size; many of its hits are not listed in these tables
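cAMP rise read by TR-FRET after 30 min, 37C compound exposure (up to 58 uM) in RXFP1-transfected HEK293 cells with Ro 20174 present. EC50 from Hill-equation fits, with 29 nM porcine relaxin as 100% and buffer as basal.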
USP1 inh = blocks the human USP1/UAF1 deubiquitinase complex. O94782. recombinant USP1/UAF1, Ub-Rhodamine cleavage fluorescence. Potency, µM (top dose mostly 57.1 µM), for the others: top-dose activity change, negative = inhibition, usual class: inhibitors. 0.23% of 390,000 active. AID 743255; also: potency is read from the fitted curve at half-maximal effect; % is scaled to controls: 0 for no effect and ±100 for the full control effect; nearly all actives have a fitted effect of over 60% in size; inactives centre near -12
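In this screen, compounds sit with the deubiquitinase complex (1nM) for 15 min at room temperature before Ub-Rho is added at 150nM final. Fluorescence rise is then followed for 6 reads every 60 seconds.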
PI4K2A inh = blocks human PI4K2A kinase activity; Q9BTU6; purified PI4K2A, ADP-Glo luminescence, 1 h; hits give low values; activity change, negative = inhibition, % at 76.9 µM; 0.13% of 420,000 active; AID 1346378; in the data active = activity change below about -50%; inconclusive = mostly about -30% to -49%;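 also: -100% = wells without enzyme as full effect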
Target sequence (Q9BTU6 whole entry, looked up): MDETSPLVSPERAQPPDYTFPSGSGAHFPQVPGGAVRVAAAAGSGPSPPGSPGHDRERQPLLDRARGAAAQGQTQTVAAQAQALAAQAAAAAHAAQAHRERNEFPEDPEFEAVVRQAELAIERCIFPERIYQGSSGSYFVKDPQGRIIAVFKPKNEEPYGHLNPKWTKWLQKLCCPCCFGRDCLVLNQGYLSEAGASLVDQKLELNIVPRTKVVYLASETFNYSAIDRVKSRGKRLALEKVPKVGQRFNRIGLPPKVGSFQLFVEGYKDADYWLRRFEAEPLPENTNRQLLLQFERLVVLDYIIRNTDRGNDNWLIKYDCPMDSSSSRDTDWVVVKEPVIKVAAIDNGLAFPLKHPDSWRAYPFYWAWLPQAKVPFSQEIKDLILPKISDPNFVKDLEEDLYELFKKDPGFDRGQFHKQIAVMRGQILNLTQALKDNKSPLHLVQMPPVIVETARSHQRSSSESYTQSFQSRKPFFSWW
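ADP-Glo luminescence measured ADP generated by PI4K2A enzyme (4 ug/mL before mixing) with 1.2 mM PI substrate (pre-mix) and 300 microM ATP (pre-mix). Tris pH7.5 buffer with MgCl2, Triton X-100; 1 h reaction at ambient temperature.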
LDHA block = blocks human lactate dehydrogenase A; 0.15% of 480,000 active; P00338; activity change, % (values are at about 110 or 230 µM); AID 1347041; purified LDHA, NADH/diaphorase-resazurin fluorescence; hits give low values; in the data active = activity change below about -30%; inconclusive = mostly about -25% to -30%;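 also: plate controls were DMSO wells for no effect and wells without enzyme for full effect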
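Resorufin fluorescence (ex540/em590), read at 0 and 20 min after diaphorase/resazurin addition, reports the NADH left after a 5 min room-temperature reaction of 2 nM human LDH5 with 0.06 mM NADH and 0.2 mM pyruvate.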
Vif-APOBEC3F blk = blocks the Vif interaction with APOBEC3F; HeLa A3F-eYFP + Vif (tagged APOBEC3F with the HIV-1 protein that degrades it), YFP fluorescence increase; Potency, µM (doses to about 46.1 µM), for inactives: at the highest dose activity, negative = active; 0.2% of 390,000 active; AID 602313; also: potency is read from the fitted curve at half-maximal effect; % of control where 0% means no effect; nearly all actives have a fitted effect of over 65% in size
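HeLa cells stably expressing Vif plus C-terminally eYFP-tagged A3F were seeded, incubated overnight at 37 deg C, dosed with compound, incubated overnight again at 37 deg C. Yellow fluorescence (Ex 488/Em 500-530) reported blocked Vif-mediated A3F-eYFP degradation.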
Vif-A3G inh = Vif-A3G binding inhibition | Q9HC16 | HeLa A3G-eYFP + Vif (tagged APOBEC3G with the HIV-1 protein that degrades it), YFP fluorescence, overnight | Potency, µM (top dose mostly 46.1 µM), for the others: top-dose activity, negative = active, usual class: inhibitors | 0.076% of 410,000 active | AID 602310;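 also: potency is read from the fitted curve at half-maximal effect; % is scaled to controls: 0 for no effect and ±100 for the full control effect; nearly all actives have a fitted effect of over 60% in size; hits raise eYFP signal because A3G escapes Vif-driven loss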
Target sequence (Q9HC16 whole entry, looked up): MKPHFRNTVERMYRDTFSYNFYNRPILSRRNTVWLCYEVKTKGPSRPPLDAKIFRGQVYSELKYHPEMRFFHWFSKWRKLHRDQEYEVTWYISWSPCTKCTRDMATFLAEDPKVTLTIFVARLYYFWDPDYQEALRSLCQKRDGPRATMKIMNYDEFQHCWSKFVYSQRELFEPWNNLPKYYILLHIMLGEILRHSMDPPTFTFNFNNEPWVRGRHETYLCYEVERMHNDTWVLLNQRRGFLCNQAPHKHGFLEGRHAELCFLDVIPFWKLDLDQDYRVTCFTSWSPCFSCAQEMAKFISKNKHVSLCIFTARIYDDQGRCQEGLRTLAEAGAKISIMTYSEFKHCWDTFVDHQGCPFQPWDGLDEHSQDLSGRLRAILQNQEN
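Read-out is eYFP fluorescence (Ex 488/Em 500-530) from Vif-expressing HeLa A3G-eYFP cells; more signal means A3G escaped Vif-mediated degradation. Cells plated overnight, compound pinned in, incubated overnight at 37 deg C.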
mIDH1 inhibitor = inhibitors of human mutant IDH1 R132H; IDH1-R132H enzyme, NADPH consumption, diaphorase/resazurin fluorescence; Potency, µM (highest dose often 76.6 µM), for the others: at the top dose activity change, negative = inhibition, actives largely listed as inhibitors; 0.093% of 390,000 active; AID 602179; also: potency is read from the fitted curve at half-maximal effect; % is scaled to controls: 0 for no effect and ±100 for the full control effect; nearly all actives have a fitted effect of over 65% in size
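IDH1-R132H (0.5 ug/mL dispensed) in pH 7.5 Tris buffer was preincubated 30 min with compound, then given a substrate mix of 0.016 mM NADPH and 2 mM alpha-KG for 80 min at room temperature; remaining NADPH was read by diaphorase/resazurin fluorescence.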
TrxR1 substrate = rat thioredoxin reductase 1 substrate activity | O89049 | Potency, µM (top dose mostly 114 µM), without a hit: at the top dose activity change, negative = substrate turnover | purified TrxR1 substrate turnover, NADPH consumption readout | 0.01% of 390,000 active | AID 588456; also: potency is read from the fitted curve at half-maximal effect; % is scaled to controls: 0 for no effect and ±100 for the full control effect; nearly all actives have a fitted effect of over 50% in size
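Rat TrxR1, dispensed at 90 nM, was prereduced with 400 uM NADPH (final) for 5 min at ~22 deg C, then incubated with compound 15 min before 400 uM selenite. A first-read NADPH fluorescence drop versus no-compound background flagged substrates.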
Glioma ERSR ind = ER stress response induction in glioma; U87-MG GRP78 promoter luciferase reporter, 16 h; Potency, µM, for inactives: at the top dose activation, hits mostly activators; 0.02% of 420,000 active; also: potency is read from the fitted curve at half-maximal effect; series mostly up to about 76 µM; % of control where 0% means no effect; nearly all actives have a fitted effect of over 35% in size
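ERSR induction read as luciferase luminescence (Bright-Glo, 10 min at room temperature) in stably transfected human U87-MG glioma cells exposed to compounds for 16 h, using GRP78 as sensor.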
Starred values were filed as active, the others as inactive; ? = inconclusive; . = not tested or not shown; & = joins results of further samples; [ ] = dose if it differs, or a comment. Unless noted, calls follow the shape of the dose curve; as a rule, active = well fitted curve in the direction sought with a large enough effect; inconclusive = small, poorly fitted or top-dose-only effect, or another doubt; inactive = no such curve, though single readings can be large; an effect the other way counts as inactive or inconclusive. Only part of the results is shown; the hit share may differ from the screen's.

SMILES | RXFP1 agonist | USP1 inh | PI4K2A inh | LDHA block | Vif-APOBEC3F blk | Vif-A3G inh | mIDH1 inhibitor | TrxR1 substrate | Glioma ERSR ind
COc1cc(/C=C2/SC(=S)N(CCC(=O)Nc3ccc(C(=O)O)cc3)C2=O)cc(OC)c1OC | 1.4% | -9% | -8 | 1 | -9% | -20% | -4% | -9% | -3%
O=C(N/N=C/c1ccc(O)cc1)/C(=C/c1ccccc1)CCO | 1.9% | 6% | -2 | -7 | 5% | 0% | 2% | -8%[57.1 µM] | -2%
FC(F)(F)c1cccc(NC(=S)NNC(=S)NCc2ccccc2)c1 | -0.3% | -20% | -3 | 6 | 2% | 2% | 6% | -6% | 0%
O=C(O)c1ccccc1C(=O)Nc1ccc(S(=O)(=O)Nc2nccs2)cc1 | 0.6% | -6% | 3&0 | -12 | 8% | 2% | -1% | 5% | -2%&-4%&-7%
Cc1ccc(SCC(=O)O/N=C(\N)c2ccncc2)cc1 | 1.3% | -16% | 2 | 1 | -23% | 3% | -3% | 5% | 9%
COc1c(/C=N/Nc2nc(N3CCCCC3)nc(N3CCCCC3)n2)cccc1[N+](=O)[O-] | 1.1% | -18% | -1 | -2 | -9% | -1% | 2% | 3% | -1%
CC(=O)N1N=C(c2c(-c3ccccc3)c3cc(Br)ccc3[nH]c2=O)CC1c1ccco1 (configuration not stated) | 0.4% | -22% | -22 | 3 | -16% | -4% | -1% | 5% | -6%
CCOC(=O)c1sc2nc(CSc3ccccc3)nc(NCCN(C)C)c2c1C | 0.0% | -14% | -2 | 1 | 0% | -4% | -15% | -1% | -1%
CC(=O)Nc1ncc(Cc2cccc(Cl)c2Cl)s1 | 0.7% | ? | -2 | -5 | 2% | 6% | -2% | 8%[57.1 µM] | 1%
O=[N+]([O-])c1ccc2ncnc(Nc3ccc4c(c3)OCCO4)c2c1 | 2.9% | 1% | -5 | -7 | -1% | 6% | 7% | 4%[57.1 µM] | -1%
CCCCCCCN1CCN=C1Nc1ccccc1 | -1.7% | -12% | -1 | -5 | 4% | 0% | 2% | -5% | -2%
c1ccc(Cn2nnnc2CN2CCOCC2)cc1 | 0.9% | -8% | 0 | -6 | 2% | -6% | 16% | 4%[57.1 µM] | -4%
CCOC(=O)c1c(C)[nH]c(C)c1C(=O)CSc1nc2ccccc2[nH]1 | -1.5% | -17% | 0 | 3 | 1% | 2% | 6% | 1% | -3%
Cc1ccc(NC(=O)CN2C(=O)S/C(=C\c3cccn3C)C2=O)cc1 | 0.0% | -13% | 1 | -6 | 1% | -10% | -9% | 2% | -4%
Cc1n[nH]c(C)c1S(=O)(=O)N1CCCC(C(=O)NCc2cccs2)C1 (configuration not stated) | -0.8% | 7% | -4 | 3 | 1% | 0% | -5% | 6% | -6%
Cc1c(Cl)cccc1NC(=O)c1cc(S(=O)(=O)N2CCCCC2)cn1C | 2.0% | -23% | 1 | -4 | 1% | -5% | -12% | 3%[57.1 µM] | -4%
C=CCOC(=O)C1=C[C@@H](c2ccc(Br)cc2)C[C@@H](OCCCCO)O1 | . | -19% | -3 | -4 | 6% | 2% | -4% | 6%[57.1 µM] | -4%
O=C(Nc1nc2ccccc2s1)C1CC(=O)N(c2ccc(Cl)cc2)C1 (configuration not stated) | -0.1% | -21% | -2 | 4 | -7% | -12% | 1% | 8%[57.1 µM] | -8%
N#C/C(C(=O)Nc1ccc(Cl)cc1)=C(/S)Nc1ccccc1 | 5.3% | ? | -2 | -15 | -20% | -8% | 9% | -10% | -14%
O=C(Nc1ccc2c(c1)OCCO2)C(CCc1ccccc1)N1CCC(Cc2ccccc2)CC1 (configuration not stated) | . | . | 1 | 6 | . | -1% | . | . | -2%
O=C(c1ccccc1)c1ccccc1N/C=C/c1nnnn1-c1ccccc1 | -0.8% | -24% | -1 | -2 | 0% | 0% | 3% | 10%[57.1 µM] | -3%
Fc1cccc(-c2cc3nc(-c4ccccc4)cc(N4CCC5(CC4)OCCO5)n3n2)c1 | 5.8% | -14% | -3 | 2 | 7% | -7% | -1% | 93%[activator][57.1 µM] | -5%
C(/C=C/c1ccccn1)=C\c1ccccc1 | . | -24% | -9 | 1 | -17% | 0% | 9% | 2% | -5%
O=C(O)c1cccc(N2C(=O)C=CC2=O)c1 | . | 3% | -11 | -3 | 0% | 3% | 3% | . | 1%

The final 2 entries of the part above lead into the next.
SMILES | RXFP1 agonist | USP1 inh | PI4K2A inh | LDHA block | Vif-APOBEC3F blk | Vif-A3G inh | mIDH1 inhibitor | TrxR1 substrate | Glioma ERSR ind
C(/C=C/c1ccccn1)=C\c1ccccc1 | . | -24% | -9 | 1 | -17% | 0% | 9% | 2% | -5%
O=C(O)c1cccc(N2C(=O)C=CC2=O)c1 | . | 3% | -11 | -3 | 0% | 3% | 3% | . | 1%
CC(=O)N=c1c(C#N)cc2c(=O)n3cccc(C)c3nc2n1CCCOC(C)C | 19% | -5% | -1 | -6 | -29% | 2% | 9% | 616% | -3%
CCCNC(=O)c1ccc(N2CCC3(CC2)CC(c2cccc(Br)c2)=NO3)c(NC(=O)c2cccc(OC)c2)c1 | -1.0% | -12% | 8 | -1 | -1% | -5% | 8% | 9%[57.1 µM] | -1%
CCOC(=O)C1Oc2ccccc2C(c2ccc(C)cc2)=C1C(=O)OC (configuration not stated) | . | -24% | 2 | 2 | 9% | -1% | 15% | -11% | -1%&-2%
Cc1ccccc1-n1cc(CNC(=O)CC2C(=O)NCCN2C/C=C/c2ccccc2)cn1 (configuration not stated) | -0.6% | -18% | 2 | -1 | 10% | -6% | 2% | 2% | -4%
O=C(Nc1cc(C(F)(F)F)ccc1Cl)C(Sc1cccc[n+]1[O-])c1ccccc1 (configuration not stated) | 3.0% | -19% | 1 | 8 | 2% | -2% | -2% | -3% | 0%
CC1CCCCC1NC(=O)Cn1ncc2ccccc21 (configuration not stated) | 3.1% | -5% | 4 | 5 | -11% | 1% | 3% | -4% | 0%
CC1(C)O[C@@H]2[C@H](O1)[C@@H](CO)O[C@H]2n1cnc2c(=O)[nH]cnc21 | -0.2% | -25% | -2 | 0 | 0% | 0% | 6% | 11% | -5%
COc1ccc(CN2CCC(N(CCc3ccccc3)Cc3ccccc3)CC2)c(OC)c1 | -0.5% | -6% | -3 | -16 | ? | -6% | 6% | -8% | -9%
CCc1cccc(C)c1NC(=O)C1CC=CCC1C(=O)O (configuration not stated) | -2.1% | -13% | -4 | -8 | 0% | 0% | -1% | -5%[57.1 µM] | -5%
CCOc1ccc(NS(=O)(=O)c2cccs2)cc1S(=O)(=O)N1CCCC1 | . | -2% | -4 | -9 | -12% | -3% | -9% | . | -2%
Cc1ccc(CN(C(=O)Cn2nnc3ccccc32)C(C(=O)NCc2ccco2)c2ccc(C)o2)cc1 (configuration not stated) | -0.2% | 0% | 4 | -1 | 2% | 2% | -21% | -6% | -2%
O=C(O)CCn1c(=O)[nH]c(=O)n(CCC(=O)O)c1=O | 0.4% | -6% | 2 | -3 | 14% | 0% | 3% | 3%[57.1 µM] | -4%
CC(C)(C)NC(=O)NC(=O)CSc1nnc(-c2ccccc2F)n1N | 2.7% | -14% | 4 | -9 | -4% | 2% | 6% | -9% | -4%
CCN(C(=O)c1cc2c(s1)-c1c(C)cccc1OC2)c1cc(C)ccc1C | -1.1% | -8% | 1 | 3 | -5% | 3% | 0% | 46%[activator] | -5%
CCN(CC1CCCO1)C(=O)c1cc(COc2cc(C)c(Cl)c(C)c2)on1 (configuration not stated) | 0.2% | -19% | -26 | 2 | 0% | 8% | 3% | 4% | 2%
CC(=O)N(C)c1ccc(N2CCOCC2)c2c1C(=O)c1ccccc1C2=O | . | -19% | -6 | 0 | -6% | 1% | 10% | -9%[57.1 µM] | -1%
CC(C)(C(N)=O)c1ccccc1 | 0.5% | -27% | 1 | -6 | -3% | 2% | -6% | 6% | -3%
CCOc1ccc(OCCn2nnc3ccccc3c2=O)cc1 | 3.0% | -10% | 2 | 5 | -1% | 1% | 6% | -15%[57.1 µM] | -3%
COc1ccc(S(=O)(=O)N2CCN(Cc3cccnc3)CC2)cc1 | 0.4% | -20% | -4 | -4 | 4% | 3% | 0% | 6% | 0%

Molecules listed so far that contain bromine (three):
SMILES | RXFP1 agonist | USP1 inh | PI4K2A inh | LDHA block | Vif-APOBEC3F blk | Vif-A3G inh | mIDH1 inhibitor | TrxR1 substrate | Glioma ERSR ind
CC(=O)N1N=C(c2c(-c3ccccc3)c3cc(Br)ccc3[nH]c2=O)CC1c1ccco1 (configuration not stated) | 0.4% | -22% | -22 | 3 | -16% | -4% | -1% | 5% | -6%
C=CCOC(=O)C1=C[C@@H](c2ccc(Br)cc2)C[C@@H](OCCCCO)O1 | . | -19% | -3 | -4 | 6% | 2% | -4% | 6%[57.1 µM] | -4%
CCCNC(=O)c1ccc(N2CCC3(CC2)CC(c2cccc(Br)c2)=NO3)c(NC(=O)c2cccc(OC)c2)c1 | -1.0% | -12% | 8 | -1 | -1% | -5% | 8% | 9%[57.1 µM] | -1%
